APE1 inh: APE1 (human) endonuclease inhibition; 350,000 compounds, 0.35% hits; recombinant APE1, TAMRA/BHQ-2 abasic DNA cleavage fluorescence; P27695; Potency, µM (doses to about 65.8 µM), for the others: at the top dose activity change, negative = inhibition, actives largely listed as inhibitors; AID 2517;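 note: potency is the fitted concentration of half-maximal effect; plate controls were vehicle for no effect and reference inhibitor for full effect; nearly all actives have a fitted effect of over 55% in size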
Target sequence (P27695 whole entry, looked up): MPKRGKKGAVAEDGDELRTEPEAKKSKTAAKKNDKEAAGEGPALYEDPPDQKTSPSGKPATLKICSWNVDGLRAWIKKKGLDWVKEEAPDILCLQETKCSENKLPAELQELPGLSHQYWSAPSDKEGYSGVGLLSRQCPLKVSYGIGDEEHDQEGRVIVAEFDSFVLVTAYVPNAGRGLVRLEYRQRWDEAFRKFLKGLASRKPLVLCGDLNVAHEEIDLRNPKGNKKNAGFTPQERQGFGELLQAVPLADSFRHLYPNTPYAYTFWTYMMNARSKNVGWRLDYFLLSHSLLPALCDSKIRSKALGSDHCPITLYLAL
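APE1 at 0.75 nM preincubated 15 min at room temperature with compound. Reaction then started with 50 nM double-stranded THF-abasic substrate labelled with TAMRA/BHQ-2, and 525/598 nm fluorescence read kinetically. Activity taken as third-minus-first read difference, normalized to DMSO and NSC13755 controls.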
Tb PGK inh: inhibitors of T. brucei phosphoglycerate kinase. P07378. PGK/GAPDH coupled, Kinase-Glo luminescence, 60 min. Potency, µM (top dose mostly 57.5 µM), inactives show top-dose activity change, negative = inhibition, hits mostly inhibitors. 380,000 compounds, 0.043% hits; note: potency is the fitted concentration of half-maximal effect; % is set by controls: 0 for no effect and ±100 for the full control effect; nearly all actives have a fitted effect of over 60% in size
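Luminescent ATP detection (Kinase-Glo Plus) follows a 60-minute room-temperature incubation, with wells lacking PGK as controls. Buffer: 100 mM TEA (pH 7.6), 5 mM MgCl2, 0.01% Tween-20. Coupling enzyme GAPDH (100 nM final) supplies unstable 1,3-BPG in-well.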
Pol beta inh: inhibitors of human DNA polymerase beta | Pol beta primer extension/strand displacement, fluorescence kinetic | P06746 | 340,000 compounds, 1.3% hits | Potency, µM (highest dose often 114 µM), inactives show at the highest dose activity change, negative = inhibition, actives largely listed as inhibitors; note: potency is the fitted concentration of half-maximal effect; % is set by controls: 0 for no effect and ±100 for the full control effect
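Homogeneous kinetic assay of primer extension and strand displacement by 10 nM Pol beta, preincubated 15 min at room temperature with compound before 50 nM substrate (final) was added. Read at 0 and 10 min; four-parameter Hill fit.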
Pol eta inh: DNA polymerase eta (human) inhibition | recombinant Pol eta, fluorescent DNA replication assay | AID 588591 | 390,000 compounds, 1.2% hits | Q9Y253 | Potency, µM (series often up to 114 µM), for inactives: at the top dose activity change, negative = inhibition, usual class: inhibitors; note: potency is the fitted concentration of half-maximal effect; % is set by controls: 0 for no effect and ±100 for the full control effect
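Pol eta (10 nM) was preincubated with compounds for 15 min at room temperature, after which fluorescent replication substrate (50 nM final) was added to start the reaction. Fluorescence was read kinetically at 0 and 10 min.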
POLK inh: DNA polymerase kappa (human) inhibition; purified Pol kappa, fluorescent DNA synthesis assay, 10 min; Potency, µM (doses to about 107 µM), for inactives: top-dose activity, negative = inhibition, actives largely listed as inhibitors; 400,000 compounds, 0.53% hits; AID 588579; note: potency is the fitted concentration of half-maximal effect; % is set by controls: 0 for no effect and ±100 for the full control effect
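Readout: fluorescence, taken kinetically at 0 and 10 min. Conditions: 10 nM Pol kappa, 15 min RT compound preincubation, 50 nM substrate final. Controls: enzyme-free buffer wells.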
BLM helicase inh: inhibitors of human Bloom syndrome helicase BLM. P54132. recombinant BLM DNA unwinding, fluorescence dequenching. Potency, µM (titrated, usually from 56.1 µM), for the others: at the highest dose activity change, negative = inhibition, actives largely listed as inhibitors. 350,000 compounds, 0.2% hits. AID 2528;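 note: potency is the fitted concentration of half-maximal effect; plate controls were vehicle for no effect and no enzyme for full effect; nearly all actives have a fitted effect of over 35% in size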
Anesthetic bind: candidate novel general anesthetic via apoferritin binding | P02791 | apoferritin/1-aminoanthracene competitive binding, fluorescence | Potency, µM (top dose mostly 77.5 µM), for the others: at the top dose activity change, negative = displacement, actives largely listed as inhibitors | 350,000 compounds, 0.074% hits | AID 485281; note: potency is the fitted concentration of half-maximal effect; % is set by controls: 0 for no effect and ±100 for the full control effect; nearly all actives have a fitted effect of over 20% in size
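Steps: apoferritin (10 uM) was premixed with half-saturated 1-AMA in PBS, compounds were pin-transferred, plates stood 10 min at room temperature, fluorescence was read at 380/535 nm, and curves were fitted with a Hill equation.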
POLI inh: blocks human DNA polymerase iota activity; Q9UNA4; Pol iota fluorescent replication assay, 10 min; Potency, µM (series often up to 115 µM), inactives show at the highest dose activity, negative = inhibition, most hits filed as inhibitors; 390,000 compounds, 1% hits; AID 588590; note: potency is the fitted concentration of half-maximal effect
Target sequence (Q9UNA4 whole entry, looked up): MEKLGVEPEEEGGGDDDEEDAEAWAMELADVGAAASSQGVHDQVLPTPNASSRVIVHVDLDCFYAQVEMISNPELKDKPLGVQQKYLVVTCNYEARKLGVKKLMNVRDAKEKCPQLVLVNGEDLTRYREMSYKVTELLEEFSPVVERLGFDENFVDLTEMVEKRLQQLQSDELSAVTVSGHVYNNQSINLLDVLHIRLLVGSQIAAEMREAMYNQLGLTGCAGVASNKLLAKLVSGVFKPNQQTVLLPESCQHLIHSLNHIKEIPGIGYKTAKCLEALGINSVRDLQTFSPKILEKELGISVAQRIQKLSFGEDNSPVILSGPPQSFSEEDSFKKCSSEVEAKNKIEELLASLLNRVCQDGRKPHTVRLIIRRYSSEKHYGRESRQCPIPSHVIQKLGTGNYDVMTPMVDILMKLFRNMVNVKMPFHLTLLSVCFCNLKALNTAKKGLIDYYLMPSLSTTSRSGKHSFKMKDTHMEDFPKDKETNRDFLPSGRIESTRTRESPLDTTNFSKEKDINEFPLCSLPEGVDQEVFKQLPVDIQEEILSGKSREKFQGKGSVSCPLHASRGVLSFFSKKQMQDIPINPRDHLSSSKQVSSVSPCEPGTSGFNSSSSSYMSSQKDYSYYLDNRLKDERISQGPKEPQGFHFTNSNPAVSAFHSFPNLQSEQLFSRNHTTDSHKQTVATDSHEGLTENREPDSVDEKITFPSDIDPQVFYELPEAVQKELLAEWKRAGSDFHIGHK
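Fluorescent replication assay read twice, at 0 min and 10 min after adding 50 nM (final) substrate. Enzyme (10 nM) and compounds were first incubated 15 min at room temperature; enzyme-free buffer wells were negative controls.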
RXFP1 antagonist: antagonists of human relaxin receptor RXFP1; activity change, negative = inhibition, % at 57.5 µM; 350,000 compounds, 0.59% hits; HEK293-RXFP1, relaxin-stimulated cAMP HTRF, 30 min; hits give low values; AID 1259400;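 active = activity change of -60% or lower, but not beyond a set lower limit; inconclusive = change between -60% and -40%, or beyond the set limit; inactive = change above -40%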; note: % is set by controls: 0 for no effect and ±100 for the full control effect
Starred values were filed as active, the others as inactive; i = inactive; u = inconclusive; x = no result given; & = joins results of further samples; [ ] = remark or other dose. Unless noted, calls come from the whole dose curve; as a rule, active = well fitted curve in the direction sought with a large enough effect; inconclusive = small, poorly fitted or top-dose-only effect, or another doubt; inactive = no such curve, though single readings can be large; an effect the other way counts as inactive or inconclusive. The list is partial, so the mix of outcomes need not match the whole.

#1 CCn1cc(C(C)NC(=O)Nc2ccc3c(c2)OCO3)c(C)n1 (stereo not given)
#2 CCOC(=O)C1(CCOC)CCN(Cc2nc(-c3cccs3)oc2C)CC1
#3 CN1CCN(C(=O)c2ccc3c(c2)N(Cc2ccc(Cl)cc2)C(=O)c2ccccc2S3=O)CC1 (stereo not given)
#4 Cc1cccc(N2CCN(C(=O)CSCc3ccc(F)cc3)CC2)c1C
#5 O=C(COC(=O)c1ccco1)NCCc1ccc(Cl)cc1
#6 COc1cc2c(cc1OC)C(c1cccc(Br)c1)CC(=O)N2 (stereo not given)
#7 COc1ccccc1-c1nc2ccccc2nc1-c1ccccc1OC
#8 CCOc1ccccc1C1C(C#N)=C(N)Oc2n[nH]c(CC)c21 (stereo not given)

screen / no.	1	2	3	4	5	6	7	8
APE1 inh	9%	11%	4%	x	12%	-7%	-5%	-1%
Tb PGK inh	5%	0%	-4%	0%	-2%	-11%	-7%	x
Pol beta inh	51%	29%	31%	-6%	x	4%	1%	37%
Pol eta inh	4%	-10%	-8%	-21%	-12%	-19%	-20%	-11%
POLK inh	-7%	0%	17%	-7%[60.1 µM]	7%	-1%	-10%	-5%
BLM helicase inh	-4%	-1%	3%	-8%	x	-3%	-3%	-1%
Anesthetic bind	-2%	-6%	-7%	2%	x	-5%	-11%	-10%
POLI inh	92%[activator]	20%	3%	11%	25%	0%	3%	5%
RXFP1 antagonist	-16	-7	-31	-26	-4	-3	-5	3

4 of the entries above in order of the POLK inh value, highest first:
cpd | SMILES | POLK inh
3 | CN1CCN(C(=O)c2ccc3c(c2)N(Cc2ccc(Cl)cc2)C(=O)c2ccccc2S3=O)CC1 (stereo not given) | 17%
2 | CCOC(=O)C1(CCOC)CCN(Cc2nc(-c3cccs3)oc2C)CC1 | 0%
6 | COc1cc2c(cc1OC)C(c1cccc(Br)c1)CC(=O)N2 (stereo not given) | -1%
1 | CCn1cc(C(C)NC(=O)Nc2ccc3c(c2)OCO3)c(C)n1 (stereo not given) | -7%

The results go on:
#9 Cc1ccnc(NC(=O)COc2ccccc2[N+](=O)[O-])c1
#10 CC(=O)Oc1ccc(/C=C(\NC(=O)c2ccco2)C(=O)NCc2ccco2)cc1
#11 CCC(=O)c1ccc(O)c(CC=C(C)C)c1
#12 OC(CN1CCN(c2ccccn2)CC1)Cn1c2ccccc2c2ccccc21 (stereo not given)
#13 Cc1noc(C)c1NC(=O)N(C)C[C@H]1Oc2c(NC(=O)Nc3ccccc3)cccc2C(=O)N([C@H](C)CO)C[C@@H]1C
#14 CCCC1CCC(=C(C#N)C(N)=O)CC1 (stereo not given)
#15 Cc1ccc(NCc2cccnc2)c(Br)c1
#16 Cc1ccccc1-c1nc(CN2CCC(C(=O)NCCC3=CCCCC3)CC2)c(C)o1

screen / no.	9	10	11	12	13	14	15	16
APE1 inh	4%	5%	-14%	-3%	45%	2%	1%	3%
Tb PGK inh	x	-1%	-10%	8%	-5%	-7%	1%	-3%
Pol beta inh	33%[activator]	-12%	5%	u	x	-13%	-3%	1%
Pol eta inh	x	5%	-16%	-13%	-18%	-5%	-5%	1%
POLK inh	x	-24%	-11%	-20%	-2%	-5%	0%	-16%
BLM helicase inh	-1%	-4%	-7%	-3%	x	-5%	3%	2%
Anesthetic bind	-7%	4%	-14%	-18%	x	-5%	u	-18%
POLI inh	x	2%	-15%	-1%	u	13%	51%[activator]	8%
RXFP1 antagonist	x	5	0	x	x	x	9	-7

#17 COc1ccc(NC(=O)CN2C(=O)N(C)Cc3ccccc32)c(C)c1
#18 O=C1C[C@@H](c2ccc3ccccc3c2)N1S(=O)(=O)c1ccccc1[N+](=O)[O-]
#19 CCOc1ccccc1C(=O)N1CC(=O)Nc2ccc(C)cc2C1c1ccccc1 (stereo not given)
#20 CCOC(=O)c1cc2c(C)n(-c3ccc(C)cc3)c(C)c2ccc1=O
#21 Cc1cc(NC(=O)C2CCCN2C(=O)Nc2c(C)cccc2C)ccc1-n1cnnn1 (stereo not given)
#22 O=c1c2ccccc2cnn1-c1nc2ccccc2[nH]1
#23 Cc1c(NC(=O)c2ccccc2NS(=O)(=O)c2ccc(Br)cc2)c(=O)n(-c2ccccc2)n1C
#24 Cc1cc(NC(=O)CSCc2ccccc2C)no1

screen / no.	17	18	19	20	21	22	23	24
APE1 inh	3%	-2%	x	0%	-4%	-3%	0%	-10%
Tb PGK inh	-3%	x	-10%	-6%	-3%	10µM*	i	i
Pol beta inh	12%	x	1%	29%	28%	20%	3%	-23%
Pol eta inh	5%	x	-16%	4%	-16%	-8%	-2%	-6%
POLK inh	-9%	-29%	4%	0%	1%	2%[60.1 µM]	-9%	1%
BLM helicase inh	-1%	5%	-4%	-3%	-2%	2%	-1%	-4%
Anesthetic bind	-4%	-3%	-23%	u	2%	-6%	-6%	u
POLI inh	27%	-16%	3%	22%	2%	25%	-7%	38%[activator]
RXFP1 antagonist	5	x	-17	-19	-7	-4	-3	0

#25 O=C(Cn1c(CO)nc2ccccc21)NCCc1ccc(F)cc1
#26 Cc1oc2c(c(C)cc3oc(=O)c(CC(=O)N[C@@H](C)C(=O)O)c(C)c32)c1C
#27 CCCNc1nc2ccccc2n2c(C)nnc12
#28 C=CCNC(=O)c1sc(-c2ccccc2)nc1C
#29 OCCC1CN(Cc2cccc(O)c2)CCN1CCc1ccccc1 (stereo not given)
#30 C/C=C/c1ccc(Oc2nnnn2-c2ccc(C(N)=O)cc2)c(OC)c1
#31 O=C(CSc1nc(-c2ccccc2)cs1)NC(=O)NCc1ccco1
#32 CC(=O)C1=C(O)C(=O)N(CCC(=O)O)C1c1ccc(Cl)cc1Cl (stereo not given)

screen / no.	25	26	27	28	29	30	31	32
APE1 inh	5%	-18%	33%[activator]	-2%	2%	-4%	-5%	-6%
Tb PGK inh	9%	0%	6%	-2%	-8%	-10%	x	6%
Pol beta inh	7%	-1%	20%	-1%	85%	9%	7%	3%
Pol eta inh	-9%	-1%	-4%	2%	-10%	-4%	-3%	4%
POLK inh	-15%	-10%	-1%	-9%	-2%	-3%	-12%	-7%
BLM helicase inh	-3%	2%	2%	-1%	-7%	-2%	-5%	2%
Anesthetic bind	1%	51%[activator]	-4%	-9%	-4%	-9%	-12%	-1%
POLI inh	9%	55%[activator]	109%[activator]	40%[activator]	-23%	5%	u	-2%
RXFP1 antagonist	18	8	-2	0	7	-10	-22	13

#33 O=S(=O)(Cc1ccccc1)NCC1CCCN(Cc2cccc3nonc23)C1 (stereo not given)
#34 CC1CCCCN1CCNC(=O)CN1C(=O)CSc2ccc(S(=O)(=O)N3CCCCC3)cc21 (stereo not given)
#35 CCn1cc(C(=O)Nc2cccc(NC(C)=O)c2)c2cc(OC)c(OC)cc2c1=O
#36 O=C(O)/C=C\C(=O)Nc1ccc(OC(F)F)cc1
#37 CC(=O)NS(=O)(=O)c1ccc(NC(=S)NC(=O)C(C)(C)C)cc1
#38 CSc1ccccc1NC(=O)COC(=O)CCc1ccccc1
#39 COc1ccc(CC(=O)Nc2cc(S(C)(=O)=O)ccc2Cl)cc1S(=O)(=O)N1CCOCC1
#40 COc1c(O)c2c(=O)cc(OC)c3c4c(OC)cc(=O)c5c(O)c(OC)c6c(c(c1C[C@@](C)(O)[C@H]6C(C)=O)c23)c54

screen / no.	33	34	35	36	37	38	39	40
APE1 inh	4%	38%	-1%	8%	-1%	57%[activator]	x	-10%
Tb PGK inh	6%	0%	12%	3%	-12%	-6%	-2%	x
Pol beta inh	-10%	-8%	24%	23%	1%	12%	x	x
Pol eta inh	3%	-13%	-8%	-9%	-1%	-10%	-4%	x
POLK inh	-3%	-6%	-12%	-10%	0%	6%	-2%	-8%[60.1 µM]
BLM helicase inh	1%	5%	-3%	-2%	-7%	-3%	x	-8%
Anesthetic bind	-14%	-5%	-11%	-6%	0%	6%	x	22%
POLI inh	146%[activator]	36%[activator]	65%[activator]	-11%	46%[activator]	22%	18%	x
RXFP1 antagonist	4	10	-26	-4	8	2	4	x

Along the list, from the results shown.
RXFP1 antagonist, entries 33–37 → 4, 10, -26, -4, 8
POLI inh, entries 33–37 → 146%[activator], 36%[activator], 65%[activator], -11%, 46%[activator]
Pol beta inh, entries 33–37 → -10%, -8%, 24%, 23%, 1%

Part of the list above in order of length of the SMILES, smallest number first:
#33 O=S(=O)(Cc1ccccc1)NCC1CCCN(Cc2cccc3nonc23)C1 (stereo not given)
#37 CC(=O)NS(=O)(=O)c1ccc(NC(=S)NC(=O)C(C)(C)C)cc1
#40 COc1c(O)c2c(=O)cc(OC)c3c4c(OC)cc(=O)c5c(O)c(OC)c6c(c(c1C[C@@](C)(O)[C@H]6C(C)=O)c23)c54

screen / no.	33	37	40
APE1 inh	4%	-1%	-10%
Tb PGK inh	6%	-12%	x
Pol beta inh	-10%	1%	x
Pol eta inh	3%	-1%	x
POLK inh	-3%	0%	-8%[60.1 µM]
BLM helicase inh	1%	-7%	-8%
Anesthetic bind	-14%	0%	22%
POLI inh	146%[activator]	46%[activator]	x
RXFP1 antagonist	4	8	x

(next part)
#41 Cc1nc2sc(C(c3cccs3)N3CC(C)CC(C)C3)c(O)n2n1 (stereo not given)
#42 CCCS(=O)(=O)N1CCN(C(=O)c2ccco2)CC1
#43 Cc1ccc(C(=O)NC(=S)Nc2ccc(N3CCOCC3)cc2)c(C)c1
#44 CC(CN(C)C)CN1c2ccccc2CCc2ccccc21 (stereo not given)
#45 CC(Sc1nnc2ccccn12)C(=O)NCc1ccc2c(c1)OCO2 (stereo not given)

screen / no.	41	42	43	44	45
APE1 inh	6%	-4%	19%	-3%	-2%
Tb PGK inh	i	i	6%	i	i
Pol beta inh	6%	9%	4%	10%[57.1 µM]	-1%
Pol eta inh	-7%	-4%	-8%	-4%[57.1 µM]	-9%
POLK inh	0%	8%	-12%	-3%[60.1 µM]	3%
BLM helicase inh	-4%	-7%	-8%	-7%&3%	-1%
Anesthetic bind	3%	u	-11%	-6%&-2%	-4%
POLI inh	3%	15%	u	9%[58.9 µM]	47%[activator]
RXFP1 antagonist	-1	-8	-3	-26	-3
